# PLK1 inh – human PLK1 kinase inhibitors, primary screen, biochemical, TR-FRET; AID 619, 2007; recombinant PLK1 kinase, TR-FRET peptide phosphorylation; Serine/threonine-protein kinase PLK1 (Homo sapiens), P53350; actives 0.53% (n = 97,000); inhibition, % at 10 µM;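 active = inhibition of 50% or more in the single-concentration screen; inactive = inhibition below 50%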;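 also: 0% = DMSO max control and 100% = H-89 dihydrochloride min control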
# F-actin modifier – modifiers of F-actin cytoskeleton organization, primary screen, imaging, HUVEC, phalloidin staining, high-content imaging | inhibition, % at 2 µM | actives 0.18% (n = 91,000) | AID 836, 2007 | HUVEC TNFa F-actin phalloidin imaging;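 active = inhibition above the batch mean plus 3 SD and confirmed as a hit by visual image inspection, cut at about 30% in these data, passing the limit was not always enough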; also: strong numbers were not always called active
# TNFa cytotox – cytotoxicity in TNFa-stimulated HUVEC, primary screen, cytotoxicity control for VCAM1 expression modulator project, imaging, Hoechst nuclei count; actives 0.17% (n = 93,000); cell count reduction, % at 2 µM; AID 848, 2007; HUVEC TNFalpha-stimulated, Hoechst cell count;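 active = cell count reduction exceeding the screen mean by over 5 SD, scaled to untreated wells per plate, cut at about 78% in these data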;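 also: cells counted after 24 h of TNF alpha exposure following the 1 h pretreatment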
# E coli WT exp – growth inhibitors of wild-type E. coli, primary screen, strain BW25113, expanded library, OD600; OD600 absorbance; growth inhibition, % at 100 µM; actives 0.15% (n = 98,000); AID 710, 2007;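 active = growth inhibition above about 50% at one test dose, limit read from the data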;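 also: growth measured after 20 h incubation at 37 °C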
# IL1B cytotox – cytotoxicity in IL-1B stimulated HUVEC, primary screen, cytotoxicity control for IL-1B NFkB translocation project, imaging, Hoechst nuclear count, IL-1B stimulus. HUVEC cell count loss. cell count reduction, % at 2 µM. actives 0.41% (n = 94,000). AID 845, 2007;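 active = cell count reduction more than 3 SD above the screen-wide mean, cut at about 70% in these data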;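 also: normalized per plate to untreated control cells as the no-loss baseline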
# sEH inh – soluble epoxide hydrolase inhibitors, primary screen, biochemical, human sEH | Bifunctional epoxide hydrolase 2 (Homo sapiens), P34913 | recombinant human sEH enzymatic activity assay | inhibition, % at 2 µM | actives 0.34% (n = 91,000) | AID 707, 2007; in the data active = inhibition above about 80%; also: values of inactives mirror those of a sister screen read the other way; many of its hits are not listed in these tables
# PLK1 PBD inh – Plk1 polo box domain binding inhibitors, primary screen, biochemical, fluorescence polarization; actives 0.13% (n = 97,000); Plk1 PBD phosphopeptide binding; inhibition, %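 (tested at about 20 µM)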; AID 693, 2007; Serine/threonine-protein kinase PLK1 (Homo sapiens), P53350; in the data active = inhibition above about 34%, passing the limit was not always enough
# DAT uptake mod – changed hDAT dopamine uptake under cocaine IC80, either direction, primary screen, cocaine antagonist project, cell-based, LLC-PK1 hDAT, [14C]-dopamine uptake, MLSMR; LLC-PK1 hDAT cells, [14C]-dopamine uptake with cocaine IC80; actives deviate in either direction; B-score at 10 µM; actives 1.3% (n = 110,000);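 active = Z score or B-score, a plate-position-corrected score, falls beyond the plate's 99.7% confidence bounds, in either direction; inactive = both scores lie inside the 99.7% bounds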;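 also: scored against the spread of the other compound wells on the same plate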
# Target sequence (Q01959 whole entry, looked up): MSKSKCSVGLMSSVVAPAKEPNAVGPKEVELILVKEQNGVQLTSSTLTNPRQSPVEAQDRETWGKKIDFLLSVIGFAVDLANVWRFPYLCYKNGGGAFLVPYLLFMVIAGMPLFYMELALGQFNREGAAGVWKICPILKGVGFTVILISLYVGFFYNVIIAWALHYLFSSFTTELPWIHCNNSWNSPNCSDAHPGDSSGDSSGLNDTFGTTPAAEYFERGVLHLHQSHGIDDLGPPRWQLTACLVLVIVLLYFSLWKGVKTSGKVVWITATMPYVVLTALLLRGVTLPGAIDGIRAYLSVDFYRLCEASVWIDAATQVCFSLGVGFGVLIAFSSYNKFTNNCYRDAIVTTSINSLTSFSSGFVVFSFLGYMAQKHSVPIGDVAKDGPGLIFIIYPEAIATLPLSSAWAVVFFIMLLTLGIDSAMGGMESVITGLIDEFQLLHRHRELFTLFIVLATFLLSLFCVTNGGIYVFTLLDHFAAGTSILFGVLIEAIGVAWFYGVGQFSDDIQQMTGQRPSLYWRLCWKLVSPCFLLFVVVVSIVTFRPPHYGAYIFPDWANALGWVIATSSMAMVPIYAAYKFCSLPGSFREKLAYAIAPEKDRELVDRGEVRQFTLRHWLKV
# VCAM1 TNFa inh – inhibitors of TNFa-induced VCAM1 expression, primary screen, imaging, HUVEC, TNFa stimulus, immunofluorescence; HUVEC TNFa-induced VCAM-1 immunofluorescence, high-content imaging; inhibition, % at 2 µM; actives 0.48% (n = 95,000);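 active = inhibition above the batch mean plus 3 SD, with images confirmed as a hit by eye, cut at about 37% in these data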;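 also: 0% = TNF-stimulated DMSO wells and 100% = unstimulated control wells; not every result past the cut was called active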
# An asterisk follows results filed as active; x = not tested or not shown.
no.	compound	DAT uptake mod	F-actin modifier	PLK1 inh	E coli WT exp	sEH inh	TNFa cytotox	IL1B cytotox	PLK1 PBD inh	VCAM1 TNFa inh
1	CNC(=O)CSc1nc2nn(-c3ccccc3)c(=O)c-2c2n1CCCCC2	0.43	-6	-10	-6	-2	-10	4	2	26
2	O=C1CCc2cc(S(=O)(=O)NCCC(=O)NC3CCN(Cc4ccccc4)CC3)ccc2N1	0.57	-3	-10	1	x	-23	-5	-23	8
3	COc1ccc(CCNc2nc3ccccc3n3nnnc23)cc1OC	-0.99	6	-11	-4	-10	-9	-26	18	11
4	CCOC(=O)/C=C/S(=O)(=O)c1ccc(NC(C)=O)cc1	-0.1	9	-6	9	-3	18	-8	8	-20
5	COCC(=O)Nc1ccc(Br)cc1	0.55	19	2	9	14	-25	-18	-21	-8
6	COc1cccc(C(=O)Nc2ncc3c(n2)CC(C)(C)CC3=O)c1	0.71	-11	-5	-4	3	-12	22	-8	6
7	CCCC(=O)Nc1ccccc1N1CCN(C(=O)C(C)C)CC1	0.054	-13	-1	3	1	0	-13	-8	14
8	CCCC(=O)Nc1ccc(NC(=O)c2ccccn2)cn1	0.68	-44	-13	-6	-14	34	8	-5	24
9	CCOC(=O)c1[nH]c2ccc(OC)cc2c1NS(=O)(=O)c1ccc(OC)cc1OC	-0.11	-26	-4	2	1	-5	-15	-2	-2
10	CC(C)C1CC(c2csc(N)n2)CCO1 (stereo unspecified)	0.23	-9	-5	8	8	40	30	21	6
11	CCN(CC)C(=S)SCC(=O)c1ccc(F)cc1	-0.37	6	-3	5	12	-22	-79	-4	10
12	O=C(c1ccc(S(=O)(=O)N2CCOCC2)cc1)N(c1ccccc1)C1C=CS(=O)(=O)C1 (stereo unspecified)	-1.2	8	-4	0	-1	-5	16	17	22
13	O=C1CC(Nc2ccc(N3CCOCC3)cc2)C(=O)N1c1ccccc1 (stereo unspecified)	-0.027	-8	-21	5	-1	-15	-23	-25	11
14	O=C(N1CCOCC1)n1cnc2ccccc21	-1.9	0	-12	x	-1	-17	-40	-1	15
15	CCCC(C(=O)NC1CCCCC1)N(Cc1ccco1)C(=O)CNS(=O)(=O)c1ccccc1 (stereo unspecified)	-0.19	-6	-33	-10	-5	-7	15	18	0
16	Cc1ccc(SCC(=O)NC(=O)NCc2ccco2)c(C)c1	-0.11	2	-10	-1	13	-11	-10	2	4
17	NNC(=O)Cn1c(SCc2ccccc2)nc2ccccc21	-0.82	31	-10	7	-1	-21	-5	2	-1
18	COc1ccc(/C=C2\C(=O)N(c3nc(-c4ccc(Br)cc4)cs3)N=C2c2ccccc2)cc1	x	x	-8	x	-1	x	-29	9	x
19	COC(=O)c1ccc2c(=O)n(CC3CCCO3)c(SCC(=O)Nc3ccccc3OC)nc2c1 (stereo unspecified)	-2	0	-14	-10	24	-5	-13	-8	-21
20	COc1cccc(N(C(=O)Cn2nnc(-c3ccc(C)o3)n2)C(C(=O)NC(C)(C)C)c2cccs2)c1 (stereo unspecified)	-0.94	-31	-9	x	-5	15	-3	6	23
21	O=C(CCN1CCOCC1)Nc1c(-c2ccccc2)c2cc(Br)ccc2[nH]c1=O	1.3	8	-11	9	-6	-4	18	-20	4
22	O=C(c1cccc(COc2ccc(Cl)cc2Cl)c1)N1CCN(c2ccccn2)CC1	0.75	25	-6	-37	-18	-23	-12	-10	9
23	CC(NC(=O)c1cc(-c2ccc(Br)cc2)on1)c1ccccc1 (stereo unspecified)	-2	-21	-8	-1	-17	-9	15	9	3
24	O=C(O)c1ccc(NC(CSCc2cccc(F)c2)C(=O)O)c([N+](=O)[O-])c1 (stereo unspecified)	-0.62	x	5	-5	-1	-24	-7	-20	-3
25	O=C(Nc1nnc(COc2ccccc2)s1)c1ccco1	0.072	-4	-13	-13	-10	-36	4	-28	2
26	N#Cc1cc2c(=O)n3ccccc3nc2n(CCCn2ccnc2)c1=N	-0.41	-11	-1	12	3	0	-16	-17	-26
27	COc1ccc2nc(NC(=O)Cn3cnc4c(=O)n(C)c(=O)n(C)c43)sc2c1	3.2	-1	1	-3	6	-6	-26	5	-1
28	COc1ccc(N(CC(=O)Nc2cc(Cl)ccc2OC)S(=O)(=O)c2c(C)noc2C)cc1	-0.34	-17	-3	-9	x	10	15	15	44
29	O=C(c1ccc(S(=O)(=O)N2CCOCC2)cc1)N(c1ccc(F)cc1)C1C=CS(=O)(=O)C1 (stereo unspecified)	-0.74	8	-6	3	-28	-14	0	5	0
30	CN(CC(=O)NCCN1CCN(Cc2ccccc2)CC1)S(=O)(=O)c1cccc2nsnc12	0.065	x	6	4	-4	x	x	0	x
31	CCOC(=O)N1CCN(C(=O)CSc2nnc(-c3cc(OC)cc(OC)c3)o2)CC1	0.6	27	-16	-10	3	-27	20	-21	8
32	O=C(/C=C/c1ccccc1Cl)c1cccnc1	0.92	18	-6	5	-10	-23	-2	-32	6
33	COc1ccc(OC)c(NC(=O)C2CC(C)=C(C)CC2C(=O)O)c1 (stereo unspecified)	0.25	1	-4	-1	5	10	9	1	1
34	COc1cccc2sc(N(C)c3ccccc3)nc12	-0.5	x	-11	-3	-10	-28	-2	-28	5
35	O=C1CC(C(=O)Nc2ccc(F)c(Cl)c2)N=C(N2CCCCC2)N1 (stereo unspecified)	0.11	6	-9	-2	-7	-12	15	4	7
36	OC(COCc1cccs1)CN1CCN(c2ccccn2)CC1 (stereo unspecified)	-0.9	9	-17	10	-21	-20	-16	14	-33
37	Nc1cccc2c1C(=O)N(C(=O)c1ccc(S(=O)(=O)N3CCCCCC3)cc1)C2=O	0.061	-9	-8	11	7	8	22	6	1
38	Cc1cc(NC(=O)C2CCCC2)nc2c1c(=O)oc1ccccc12	-0.53	-1	4	-11	8	-7	-15	-28	-12
39	COc1ccc(OC)c(NC(=O)CN2CCN(C(=O)c3ccco3)CC2)c1	0.093	5	1	6	x	-36	1	14	17
40	O=C(Nc1ccc2c3c(cccc13)CC2)c1ccc(Br)o1	x	7	-7	-3	8	x	3	11	-21
41	COc1ccc(-n2ncc3c(N4CCCc5ccccc54)ncnc32)cc1	x	-6	-1	-12	2	-32	12	-15	-15
42	Cn1c(SCC(=O)N2CCCc3ccccc32)nnc1-c1c[nH]c2ccccc12	3.6*	18	-7	2	-1	0	7	-5	6
43	COc1cc(CNCCc2c[nH]c3ccccc23)ccc1OCc1ccccc1F	2.5*	-4	-9	32	-2	14	-6	4	-11
44	C(=N\N1CCN(Cc2ccccc2)CC1)/c1cccs1	-0.65	-5	-7	17	11	-9	-4	2	0
45	Cc1cccc(NS(=O)(=O)c2ccc3c(c2)OCCO3)c1	-0.32	-8	-27	9	7	-20	-79	-16	11
46	CC1(C)CC(=O)N(CC(=O)NCc2ccc(F)cc2)c2ccccc2S1(=O)=O	-0.52	-4	-12	0	x	-27	6	-6	-6
47	CCOC(=O)C1CCN(Cc2nc3ccccc3c(=O)n2-c2ccc(F)cc2)CC1	x	2	-3	-5	-2	-11	-25	5	11
48	O=C(O)CSc1nc(-c2ccccc2)nc2c1oc1ccccc12	0.49	-36	-14	-9	2	1	-17	19	-3
49	O=C(Nc1ccc(S(=O)(=O)N2CCC(C(=O)NC3CCCCC3)CC2)cc1)c1ccco1	0.99	19	-7	1	13	-20	19	28	8
50	O=C(CN1CCOc2ccccc21)N1CCN(c2cccc(Cl)c2)CC1	0.027	0	-4	x	-1	-16	2	19	-5

# 10 compounds out of the list, sorted by molar mass, largest number first:
no.	compound	DAT uptake mod	F-actin modifier	PLK1 inh	E coli WT exp	sEH inh	TNFa cytotox	IL1B cytotox	PLK1 PBD inh	VCAM1 TNFa inh
30	CN(CC(=O)NCCN1CCN(Cc2ccccc2)CC1)S(=O)(=O)c1cccc2nsnc12	0.065	x	6	4	-4	x	x	0	x
49	O=C(Nc1ccc(S(=O)(=O)N2CCC(C(=O)NC3CCCCC3)CC2)cc1)c1ccco1	0.99	19	-7	1	13	-20	19	28	8
31	CCOC(=O)N1CCN(C(=O)CSc2nnc(-c3cc(OC)cc(OC)c3)o2)CC1	0.6	27	-16	-10	3	-27	20	-21	8
37	Nc1cccc2c1C(=O)N(C(=O)c1ccc(S(=O)(=O)N3CCCCCC3)cc1)C2=O	0.061	-9	-8	11	7	8	22	6	1
43	COc1cc(CNCCc2c[nH]c3ccccc23)ccc1OCc1ccccc1F	2.5*	-4	-9	32	-2	14	-6	4	-11
50	O=C(CN1CCOc2ccccc21)N1CCN(c2cccc(Cl)c2)CC1	0.027	0	-4	x	-1	-16	2	19	-5
41	COc1ccc(-n2ncc3c(N4CCCc5ccccc54)ncnc32)cc1	x	-6	-1	-12	2	-32	12	-15	-15
26	N#Cc1cc2c(=O)n3ccccc3nc2n(CCCn2ccnc2)c1=N	-0.41	-11	-1	12	3	0	-16	-17	-26
48	O=C(O)CSc1nc(-c2ccccc2)nc2c1oc1ccccc12	0.49	-36	-14	-9	2	1	-17	19	-3
45	Cc1cccc(NS(=O)(=O)c2ccc3c(c2)OCCO3)c1	-0.32	-8	-27	9	7	-20	-79	-16	11

# Later entries:
no.	compound	DAT uptake mod	F-actin modifier	PLK1 inh	E coli WT exp	sEH inh	TNFa cytotox	IL1B cytotox	PLK1 PBD inh	VCAM1 TNFa inh
51	COCCOc1cc(Nc2nnc(C(F)(F)F)s2)c(Cl)cc1Cl	0.12	19	-9	-6	4	-32	-5	-3	11
52	COc1ccc2sc(N3C(=O)C4CC=C(C)CC4C3=O)nc2c1 (stereo unspecified)	1.8	x	-8	6	-2	x	-32	11	x
53	COc1ccc(C2/C(=C(\O)c3ccc4c(c3)OCCO4)C(=O)C(=O)N2Cc2ccco2)c(OC)c1 (stereo unspecified)	1.4	-7	-18	x	-13	-14	-123	-10	15
54	Cc1cc(C)nc(Sc2nc(Cl)nc(N(c3ccccc3)c3ccccc3)n2)n1	0.31	-8	-15	6	-2	-11	-6	-14	15
55	Cc1ccc(CNc2ncccc2-c2nc3cc(Cl)ccc3o2)cc1	-0.35	12	-17	-22	-21	-3	6	9	8
56	CN1CCc2nc(SCc3ccc(C(C)(C)C)cc3)c(C#N)cc2C1	0.49	-2	-15	1	-21	-10	-17	-16	11
57	CCCCC(=O)Nc1ccc(Br)cc1C(=O)O	0.72	34	-9	5	19	-34	-11	6	-1
58	CCOC(=O)c1c(NC(=O)Cc2cccs2)sc(C)c1C	-1.5	-5	-2	0	1	-18	-70	3	-22
59	CCOC(=O)Cc1csc(NC(=O)c2ccc(NC(C)=O)cc2)n1	-0.014	-2	-14	x	2	-5	10	-12	-6
60	Cc1ccc(C2C(C#N)=C(N)Oc3n[nH]c(-c4cccs4)c32)s1 (stereo unspecified)	0.37	-2	-2	-3	4	-24	4	-24	4

# High-throughput results from PubChem.
